Source: PubChem BioAssay
JMJD2A Tudor inh – JMJD2A Tudor domain (human) inhibition. AlphaScreen JMJD2A-Tudor / H3K4me3 peptide binding. Potency, µM (top dose mostly 114 µM), inactives show top-dose activity change, negative = inhibition, usual class: inhibitors. 4.4% of 390,000 active; note: potency is the fitted concentration of half-maximal effect; % is set by controls: 0 for no effect and ±100 for the full control effect; nearly all actives have a fitted effect of over 50% in size
Pin1 inhibitor – blocks the human prolyl isomerase Pin1; Pin1 FP peptide displacement, HiFluor488, 10 min; 0.009% of 390,000 active; Q13526; AID 504891; Potency, µM (top dose mostly 115 µM), for the others: at the top dose activity, negative = inhibition, most hits filed as inhibitors; active = well fitted inhibition curve with a large enough effect in the polarisation, with a control signal flat, not every such curve was filed as active; inconclusive = small, poorly fitted or top-dose-only effect, or effect the other way, or a change in a side signal; inactive = no such curve, though single readings can be large or run the other way; the % refers to the polarisation; note: potency is the fitted concentration of half-maximal effect; % is set by controls: 0 for no effect and ±100 for the full control effect
Target sequence (Q13526 whole entry, looked up): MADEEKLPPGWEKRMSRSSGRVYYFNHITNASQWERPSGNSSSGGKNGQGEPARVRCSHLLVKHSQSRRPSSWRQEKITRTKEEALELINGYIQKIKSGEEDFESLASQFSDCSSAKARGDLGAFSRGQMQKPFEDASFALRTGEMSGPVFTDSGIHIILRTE
GLS inhibitor – blocks human kidney-isoform glutaminase activity; O94925; GLS enzymatic activity, qHTS titration; Potency, µM (top dose mostly 45.5 µM), for the others: at the highest dose activity change, negative = inhibition, actives largely listed as inhibitors; 0.21% of 410,000 active; note: potency is the fitted concentration of half-maximal effect; % is set by controls: 0 for no effect and ±100 for the full control effect
Target sequence (O94925 whole entry, looked up, canonical isoform): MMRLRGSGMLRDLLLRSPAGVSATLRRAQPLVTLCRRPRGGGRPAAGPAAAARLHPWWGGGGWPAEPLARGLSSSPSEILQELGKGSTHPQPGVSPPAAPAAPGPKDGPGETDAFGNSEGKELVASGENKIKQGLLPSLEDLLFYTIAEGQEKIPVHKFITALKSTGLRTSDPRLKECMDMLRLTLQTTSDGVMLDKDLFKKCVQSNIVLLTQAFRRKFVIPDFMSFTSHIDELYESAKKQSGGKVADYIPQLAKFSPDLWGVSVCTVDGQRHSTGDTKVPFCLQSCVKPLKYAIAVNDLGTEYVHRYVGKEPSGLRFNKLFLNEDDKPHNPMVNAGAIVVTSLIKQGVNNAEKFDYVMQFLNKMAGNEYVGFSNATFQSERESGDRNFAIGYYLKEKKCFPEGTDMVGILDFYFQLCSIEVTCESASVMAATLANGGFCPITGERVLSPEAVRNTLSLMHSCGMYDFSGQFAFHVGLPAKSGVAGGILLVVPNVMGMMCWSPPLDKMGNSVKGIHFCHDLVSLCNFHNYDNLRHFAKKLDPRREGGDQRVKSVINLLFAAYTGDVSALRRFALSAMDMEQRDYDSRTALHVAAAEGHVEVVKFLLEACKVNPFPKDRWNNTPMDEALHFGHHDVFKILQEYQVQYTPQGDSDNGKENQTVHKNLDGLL
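hKGA in 45 mM KH2PO4 (pH 8.2), 0.02% Tween-20 with compound, then 1mM L-Glutamine (stock as added) plus glutamate oxidase/HRP/Amplex red coupling mix. Fluorescence read initially and after 30 min at RT; signal change reflects glutamate formation.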
ERG Ets-DNA blk – blocks human ERG Ets domain binding to DNA | AID 624246 | 0.028% of 370,000 active | fluorescence polarization, His-ERG Ets domain / labelled DNA | Potency, µM (highest dose often 76.9 µM), without a hit: top-dose FP activity, negative = inhibition, usual class: inhibitors | P11308; active = well fitted inhibition curve with a large enough effect in the polarisation, with a control signal flat; inconclusive = small, poorly fitted or top-dose-only effect, or effect the other way, or a change in a side signal; inactive = no such curve, though single readings can be large or run the other way; the % refers to the polarisation;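 note: polarization taken with two DNA probes labelled with fluorescein and Texas red; potency is the fitted concentration of half-maximal effect; % of control where 0% means no effect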
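His-tagged ERG Ets domain (1 uM in the protein solution; 300mM KCl, 50mM Tris-HCl, 1mM EDTA, 1mM DTT, pH 7.5) received compound, then a probe mix of 5 nM fluorescein-DNA and 100nM Texas-615-DNA. Fluorescence polarization was read for both dyes.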
G9a inh – G9a (human) methyltransferase inhibition | G9a H3K9 monomethylation, AlphaScreen, 2 h | Potency, µM (titrated, usually from 102 µM), for the others: at the highest dose activity, negative = inhibition, usual class: inhibitors | 8.8% of 350,000 active; note: potency is the fitted concentration of half-maximal effect; % is set by controls: 0 for no effect and ±100 for the full control effect; nearly all actives have a fitted effect of over 75% in size
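Quantitative HTS format: methyltransferase activity on a biotin-tagged H3K9 peptide is measured by AlphaScreen, using a rabbit anti-monomethyl-H3K9 antibody with streptavidin donor and anti-IgG acceptor beads. Final levels are 20 nM enzyme, 500 nM peptide, 20 uM SAM; 2 h RT.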
Tb PGK inh – inhibitors of T. brucei phosphoglycerate kinase. PGK/GAPDH coupled, Kinase-Glo luminescence, 60 min. Potency, µM (doses to about 57.5 µM), for inactives: top-dose activity change, negative = inhibition, usual class: inhibitors. AID 602233. 0.043% of 380,000 active. P07378; note: potency is the fitted concentration of half-maximal effect; % is set by controls: 0 for no effect and ±100 for the full control effect; nearly all actives have a fitted effect of over 60% in size
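Luminescent ATP detection (Kinase-Glo Plus) follows a 60-minute room-temperature incubation, with wells lacking PGK as controls. Buffer: 100 mM TEA (pH 7.6), 5 mM MgCl2, 0.01% Tween-20. Coupling enzyme GAPDH (100 nM final) supplies unstable 1,3-BPG in-well.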
BAZ2B block – blocks human BAZ2B; 4.4% of 360,000 active; AID 504333; Potency, µM (top dose mostly 114 µM), for the others: at the highest dose activity change, negative = inhibition, most hits filed as inhibitors; AlphaScreen BAZ2B-H3K14Ac peptide displacement; note: potency is the fitted concentration of half-maximal effect; % is set by controls: 0 for no effect and ±100 for the full control effect; nearly all actives have a fitted effect of over 60% in size
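Multi-concentration screen (max 110 uM) measuring displacement of acetylated histone H3 peptide from BAZ2B by AlphaScreen, using 50 nM protein, 50 nM peptide and 10 ug/mL streptavidin donor plus Ni-chelate acceptor beads.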
PI4K2A block – blocks human PI4K2A kinase activity | activity change, negative = inhibition, % at 76.9 µM | 0.13% of 420,000 active | AID 1346378 | purified PI4K2A, ADP-Glo luminescence, 1 h; stronger effect = lower value; in the data active = activity change below about -50%; inconclusive = mostly about -30% to -49%;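 note: -100% = wells without enzyme as full effect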
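PI4K2A activity was measured by ADP-Glo luminescence: enzyme (4 ug/mL stock) and phosphatidylinositol (1.2 mM stock) in Tris pH 7.5/MgCl2/EGTA/Triton X-100 buffer were reacted with ATP (300 microM stock) for one hour at ambient temperature.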
HP1b binding inh – inhibitors of HP1-beta chromodomain binding to methylated histone tails | P83916 | AlphaScreen HP1-beta / biotin-H3K9me3 peptide binding | Potency, µM (doses to about 114 µM), for inactives: at the top dose activity change, negative = inhibition, actives largely listed as inhibitors | 0.56% of 390,000 active | AID 540317; note: potency is the fitted concentration of half-maximal effect; nearly all actives have a fitted effect of over 70% in size; inactives centre near 23
Target sequence (P83916 whole entry, looked up): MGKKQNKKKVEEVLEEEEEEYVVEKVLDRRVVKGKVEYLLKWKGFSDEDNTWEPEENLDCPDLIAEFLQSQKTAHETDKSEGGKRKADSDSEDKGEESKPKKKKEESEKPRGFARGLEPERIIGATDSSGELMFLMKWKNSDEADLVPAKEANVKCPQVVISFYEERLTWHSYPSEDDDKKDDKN
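HP1-beta protein (50 nM final) preincubated 30 min at room temperature with biotinylated H3(1-18)K9me3 peptide (50 nM) in PBS pH 7.4, 0.01% Tween-20, then compound added for 30 min. AlphaScreen streptavidin donor/nickel chelate acceptor beads (10 ug/mL final), 30 min dark, luminescence read.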
* marks the source's active call; other numbers are inactive results; i = inactive; ? = inconclusive; . = no result given; [ ] = remark or other dose. Unless noted, calls come from the whole dose curve; as a rule, active = well fitted curve in the direction sought with a large enough effect; inconclusive = small, poorly fitted or top-dose-only effect, or another doubt; inactive = no such curve, though single readings can be large; an effect the other way counts as inactive or inconclusive.

JMJD2A Tudor inh	Pin1 inhibitor	GLS inhibitor	ERG Ets-DNA blk	G9a inh	Tb PGK inh	BAZ2B block	PI4K2A block	HP1b binding inh	mol
-5%	2%	2%	6%	7%	-10%	10%	44	38%	CCOC(=S)SCC(=O)Nc1nc(-c2ccccc2)cs1
-14%	22%	6%	2%	19%[12.7 µM]	-3%	1%	1	39%	NC(=O)c1ccc(-c2nnn(CC(=O)Nc3cccc(S(=O)(=O)N4CCCC4)c3)n2)cc1
3%	-1%	-9%	1%	14%[59 µM]	8%	7%	0	41%[activator]	O=C(C1CC(c2ccc(F)cc2)=NO1)N1CCCc2ccccc21 (stereo unspecified)
?	25%	-1%	3%	-34%[59 µM]	i	-28%	-6	-7%	CCOC(=O)c1ccccc1NC(=O)CN1C(=O)CC(c2ccco2)Sc2ccccc21 (stereo unspecified)
-6%	-4%	-10%	-7%	2%	-12%	-14%	3	42%[activator]	CCN(C(=O)COC(=O)c1cc2c(s1)CCCCC2)C1CCS(=O)(=O)C1 (stereo unspecified)
-15%	-1%	-19%	16%	-27%[59 µM]	-6%	-16%	2	36%	COC(=O)c1ccc(NC(=O)CC2C(=O)N(C)C(=S)N2Cc2ccc(S(N)(=O)=O)cc2)cc1 (stereo unspecified)
7%	0%	-2%	-2%	?	7%	5%	2	20%	N=c1n(CCO)c2ccccc2n1Cc1ccc(Cl)cc1
-14%[11.4 µM]	-9%	13%	8%	6%[59 µM]	-9%	-5%	3	26%	C=CCSc1nc2sc3c(c2c(=O)[nH]1)CCC3
?	-3%	7%	1%	?	1%	?	12	-6%	O=C(CC1(O)C(=O)N(CCc2ccccc2)c2ccc(Br)cc21)c1ccccc1O (stereo unspecified)
-7%	-16%	-14%	9%	.	i	.	11	31%	O=C(NC1CCOC1=O)c1ccccc1 (stereo unspecified)

Fetched by compound from the entries so far, 5 records:
JMJD2A Tudor inh	Pin1 inhibitor	GLS inhibitor	ERG Ets-DNA blk	G9a inh	Tb PGK inh	BAZ2B block	PI4K2A block	HP1b binding inh	mol
3%	-1%	-9%	1%	14%[59 µM]	8%	7%	0	41%[activator]	O=C(C1CC(c2ccc(F)cc2)=NO1)N1CCCc2ccccc21 (stereo unspecified)
-7%	-16%	-14%	9%	.	i	.	11	31%	O=C(NC1CCOC1=O)c1ccccc1 (stereo unspecified)
-15%	-1%	-19%	16%	-27%[59 µM]	-6%	-16%	2	36%	COC(=O)c1ccc(NC(=O)CC2C(=O)N(C)C(=S)N2Cc2ccc(S(N)(=O)=O)cc2)cc1 (stereo unspecified)
-14%[11.4 µM]	-9%	13%	8%	6%[59 µM]	-9%	-5%	3	26%	C=CCSc1nc2sc3c(c2c(=O)[nH]1)CCC3
7%	0%	-2%	-2%	?	7%	5%	2	20%	N=c1n(CCO)c2ccccc2n1Cc1ccc(Cl)cc1

(more compounds)
JMJD2A Tudor inh	Pin1 inhibitor	GLS inhibitor	ERG Ets-DNA blk	G9a inh	Tb PGK inh	BAZ2B block	PI4K2A block	HP1b binding inh	mol
-14%	5%	-6%	-9%	10%	-5%	-15%	4	5%[57 µM]	O=C1CSc2ccc(S(=O)(=O)CCC(=O)NC3CCCCC3)cc2N1
-13%	3%	-2%	-7%	.	-2%	.	4	55%[activator]	CC(=O)C[C@H]1c2cc(C(F)(F)F)ccc2S(=O)(=O)N1Cc1ccccc1
-15%	-1%	7%	-3%	-9%[2.33 µM]	10%	8%	-3	16%	CN(C(=O)COC(=O)CNC(=O)c1ccc(C(C)(C)C)cc1)c1c(N)n(Cc2ccccc2)c(=O)[nH]c1=O
-3%	0%	5%	-6%	9%[59 µM]	-6%	-6%	-1	24%	COc1ccccc1NC(=O)CSC1=Nc2ccccc2C2=NC(CCC(=O)NCc3cccs3)C(=O)N12 (stereo unspecified)
?	-8%	-2%	0%	14µM*	-9%	?	-2	?	CC1C/C(=N\Nc2ccc(S(N)(=O)=O)cc2[N+](=O)[O-])CC(C)(C)C1 (stereo unspecified)
-7%	-5%	-6%	-3%	4%[59 µM]	9%	-5%	2	25%	Cc1nn(C)c2c1c(C(F)(F)F)cc(=O)n2CC(=O)N1CCN(c2ccccc2F)CC1
?	0%	-11%	6%	?	-2%	56µM*	-4	13%[57 µM]	O=C(Cc1ccc(Cl)cc1)Nc1nnc2n1CCS2
-1%	1%	-4%	-5%	.	-1%	.	-5	29%	O=C(NCCCc1ccccc1)c1cccc(NC(=O)c2ccccc2)c1
-23%	1%	-1%	0%	19%[2.33 µM]	-2%	-8%	-4	26%	O=C1C=C(c2ccc(F)cc2OCc2ccccc2)C[C@@H](c2ccc3c(c2)OCO3)C1
-17%	-5%	17%	5%	0%[12.7 µM]	.	10%	-11	5%	CN(C)c1ccc(CNCCC2(O)CCOC(C)(C)C2)cc1 (stereo unspecified)

Part of the list above, limited to HP1b binding inh:
canonical_smiles | HP1b binding inh
O=C1CSc2ccc(S(=O)(=O)CCC(=O)NC3CCCCC3)cc2N1 | 5%[57 µM]
CC(=O)C[C@H]1c2cc(C(F)(F)F)ccc2S(=O)(=O)N1Cc1ccccc1 | 55%[activator]
CN(C(=O)COC(=O)CNC(=O)c1ccc(C(C)(C)C)cc1)c1c(N)n(Cc2ccccc2)c(=O)[nH]c1=O | 16%

Remaining list, next part.
JMJD2A Tudor inh	Pin1 inhibitor	GLS inhibitor	ERG Ets-DNA blk	G9a inh	Tb PGK inh	BAZ2B block	PI4K2A block	HP1b binding inh	mol
-8%	-10%	?	2%	-2%[59 µM]	-13%	-14%	0	34%	COc1ccc(NC(=O)CCNS(=O)(=O)c2ccc3[nH]c(=O)oc3c2)cc1Cl
-9%	6%	-12%	1%	7%	-3%	-1%	2	42%[activator]	Cc1csc(SCC(=O)Nc2cccc(S(=O)(=O)N3CCOCC3)c2)n1
?	16%	15%	20%	?	14%	?	1	-18%	COc1ccc2[nH]c(C)c(-c3csc(N)n3)c2c1
-5%	-2%	9%	-2%	2%	3%	3%	2	30%	O=C(Cc1n[nH]c(=O)c2ccccc12)Nc1ccc(-c2nnc3n2CCCCC3)cc1
-14%	0%	-6%	-5%	0%[59 µM]	-10%	-1%	1	39%[activator]	COCCNC(=O)c1ccc2c3n(nc2c1)-c1ccc(C)cc1CO3
1%	-1%	-10%	0%	13%	-2%	4%	1	29%	CNC(=O)CNC(=O)Nc1ccc(C)cc1
-6%	-5%	1%	4%	-8%	5%	-2%	2	42%[activator]	CCCCN(C(=O)c1ccc2c(c1)OCCO2)c1c(N)n(CCCC)c(=O)[nH]c1=O
?	1%	0%	8%	.	-6%	.	2	-5%	CC(=O)Nc1cc2c(c(Cl)c1Cl)-c1ccccc1C2=O
-6%	27%	-7%	2%	?	-3%	-19%	0	43%[activator]	COc1ccc(C(=O)C2CCCN(C(=O)c3cc(C)nc(C)n3)C2)cc1OC (stereo unspecified)
-29%	47%[activator]	2%	6%	-9%[59 µM]	7%	-28%	-5	14%	O=C(OCc1nc2scc(-c3ccccc3)c2c(=O)[nH]1)c1cc(Cl)ccc1[N+](=O)[O-]
-12%	0%	11%	13%	?	-1%	5%	-12	20%	CSc1nc(-c2ccco2)nn1S(C)(=O)=O
9%	-5%	.	0%	?	-8%	-10%	2	17%	O=C(NOC(=O)c1ccccc1Cl)c1cccs1
-16%	5%	8%	-7%	-7%	-5%	-4%	1	22%	O=C(NCCO)c1ccc(-c2nnc(Nc3ccc(O)cc3)c3ccccc23)cc1
-5%	-2%	1%	14%	1%	-9%	-12%	-4	53%[activator]	CCn1cc(Cl)c(C(=O)Nc2cccc(CN3CCOCC3)c2)n1
5%	-7%	-10%	4%	12%[12.7 µM]	i	10%	2	33%	Cc1cc(Nc2ccccc2)n(-c2ccccc2)n1
0%	2%	2%	2%	.	-3%	.	-1	16%	COC(=O)C[C@H]1c2cc(C(F)(F)F)ccc2S(=O)(=O)N1Cc1ccc(OC)cc1
7%	0%	-8%	4%	-43%	-8%	-8%	-1	51%[activator]	Cc1c(N2C(=O)C(=O)/C(=C(/O)c3ccc(Br)cc3)C2c2cccnc2)c(=O)n(-c2ccccc2)n1C (stereo unspecified)
-3%	2%	-2%	1%	8%[59 µM]	i	2%	-1	36%	COc1ccc(-c2[nH]ncc2C=O)cc1
-14%	0%	25%	-13%	.	0%	50µM*	4	38%	C/C(=N\NC(N)=S)c1ccncc1
?	-4%	-1%	-3%	7%[59 µM]	1%	5%	-3	31%	O=c1nc(N(c2ccccc2)c2ccccc2)[nH]c(=O)[nH]1
-20%	-8%	55%[activator]	7%	.	i	9%	5	25%	CC1(C)CC(=O)C2=C(C1)N(c1ccccc1)C(N)=C(C#N)C2c1cccnc1 (stereo unspecified)
0%	-5%	-3%	3%	.	11%	.	-1	25%	CC(C)CN1CC(C)C(=O)N(c2ccccc2)C1=O (stereo unspecified)
8%	4%	3%	7%	8%[59 µM]	-5%	-9%	2	36%	Cc1ccccc1-c1noc(-c2cc3ccccc3oc2=O)n1
